Source: PubChem BioAssay (The Scripps Research Institute Molecular Screening Center)
ADAM10 inh = ADAM10 inhibition, QFRET primary screen; O14672; recombinant ADAM10, EDANS/DABCYL FRET peptide cleavage, 3 h; inhibition, % at 7 µM; hit rate 0.62% among 370,000;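 active = inhibition above a per-campaign cutoff equal to the mean of compounds falling between control-based bounds plus 3 SD, cut at about 20% in these data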;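 note: 0% = DMSO wells while the 100% control is not disclosed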
ASAP1 GAP inh = ASAP1 ArfGAP inhibition | ASAP1-stimulated ARF1 GTP hydrolysis, GDP FP detection | inhibition, % at 16.5 µM | hit rate 0.19% among 360,000; in the data active = inhibition above about 25%;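 note: 0% = vehicle with enzyme and substrate and 100% = no enzyme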
PLC-gamma1 inh = PLC-gamma1 (human) inhibition, primary screen; hit rate 0.84% among 370,000; purified PLC-gamma1, fluorogenic substrate, fluorescence; P19174; inhibition, % at 12.2 µM; AID 720700; in the data active = inhibition above about 9.5%
KLK7 zymogen act = activators of human kallikrein-7 zymogen. purified proKLK7, EDANS-DABCYL substrate fluorescence; 100% is mature enzyme control, 0% vehicle. activation, % at 7 µM. hit rate 0.9% among 370,000. AID 652039;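 active = activation above the mean of all tested compounds plus 3 SD, computed per campaign excluding outliers beyond control limits, cut at about 13% in these data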
Target sequence (P49862 whole entry, looked up): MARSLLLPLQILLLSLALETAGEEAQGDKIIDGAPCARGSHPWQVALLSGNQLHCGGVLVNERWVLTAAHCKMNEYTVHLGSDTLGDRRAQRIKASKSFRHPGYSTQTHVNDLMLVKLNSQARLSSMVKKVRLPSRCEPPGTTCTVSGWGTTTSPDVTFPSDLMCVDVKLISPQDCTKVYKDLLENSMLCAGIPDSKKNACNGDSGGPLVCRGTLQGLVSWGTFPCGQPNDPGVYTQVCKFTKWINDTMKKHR
TDP2 inh = blocks human TDP2 phosphodiesterase activity | O95551 | recombinant TDP2, T5PNP hydrolysis, p-nitrophenol absorbance 415 nm | inhibition, % at 12.8 µM | hit rate 0.34% among 370,000;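 active = inhibition above the mean of all tested compounds plus 3 SD, set per campaign, cut at about 25% in these data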;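 note: 0% = DMSO with enzyme and 100% = buffer with substrate but no TDP2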
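test system = human TDP2 enzyme | input = TDP2 enzyme at 120 nM final | medium = 50 mM Tris-HCl pH 7.5 with Mg2+, KCl, DTT, BSA | also added = T5PNP substrate, 5 mM | times = 2 h at 37 °C | technique = epi absorbance | benchmarks = high control without enzyme, low control DMSO plus TDP2 | replication = each compound tested once, singlicate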
ADAM17 inh = inhibits human ADAM17. recombinant ADAM17, EDANS/DABCYL FRET peptide cleavage. inhibition, % at 6.95 µM. hit rate 0.83% among 370,000. AID 720648;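 active = inhibition above the mean of compounds lying between control limits plus 3 SD, set per campaign, cut at about 8.5% in these data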;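 note: 0% = DMSO-only wells as the low control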
Target sequence (P78536 215-824 limits assumed): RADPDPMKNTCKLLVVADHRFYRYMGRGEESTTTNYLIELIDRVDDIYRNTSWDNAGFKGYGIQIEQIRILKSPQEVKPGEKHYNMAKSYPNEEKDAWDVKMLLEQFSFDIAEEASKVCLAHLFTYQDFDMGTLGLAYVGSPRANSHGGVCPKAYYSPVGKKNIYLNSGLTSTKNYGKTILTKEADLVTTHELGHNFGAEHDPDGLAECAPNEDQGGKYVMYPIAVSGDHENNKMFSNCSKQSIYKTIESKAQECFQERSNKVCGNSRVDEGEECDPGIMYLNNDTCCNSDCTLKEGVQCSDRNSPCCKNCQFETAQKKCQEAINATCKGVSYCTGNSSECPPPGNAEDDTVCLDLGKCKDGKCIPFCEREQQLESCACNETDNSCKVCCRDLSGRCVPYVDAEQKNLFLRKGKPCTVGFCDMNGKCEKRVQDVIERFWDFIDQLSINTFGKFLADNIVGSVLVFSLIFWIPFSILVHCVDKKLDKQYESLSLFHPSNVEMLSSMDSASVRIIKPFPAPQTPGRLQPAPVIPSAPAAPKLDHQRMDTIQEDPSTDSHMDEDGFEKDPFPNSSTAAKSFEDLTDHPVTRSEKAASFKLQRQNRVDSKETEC
ARFGAP1 inh = rat ARFGAP1 inhibition. Q62848. AID 651572. Arfgap1-stimulated ARF1 GTP hydrolysis, GDP FP detection. inhibition, % at 16.5 µM. hit rate 0.26% among 360,000;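 active = inhibition above a per-plate limit, mean inhibition of low control wells plus 3 SD, cut at about 25% in these data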;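 note: 0% = DMSO wells with enzyme and 100% = wells lacking Arfgap1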
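System: truncated rat Arfgap1 GAP domain / Benchmarks: high control wells lacking Arfgap1, low control full reaction with DMSO / Times: compound-enzyme preincubation 20 min, reaction 120 min, detection 60 min, 25 °C / Repeats: one replicate per compound / Also added: human ARF1(Δ1-17)-GTP substrate / Measured by: Tracer-displacement fluorescence polarization with EDTA stop, 620/688 nm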
LEDGF integ inh = blocks HIV-1 LEDGF/p75-dependent DNA integration. AID 743269. hit rate 0.64% among 370,000. inhibition, % at 3.7 µM. TR-FRET IN-LEDGF/p75 DNA integration, Eu/Cy5;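 active = inhibition above the screen-wide mean plus 3 SD, cut at about 13% in these data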;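 note: signal is the Cy5 over europium emission ratio at 671 and 618 nm; 0% = plate median of compound wells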
Tn6 DDE FP = inhibitors of Tn6 peptide binding to human fibrin DD(E). P02675. Fibrin DD(E) TRITC-Tn6 fluorescence polarization displacement. inhibition, % at 8.3 µM. hit rate 0.21% among 370,000;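 active = inhibition above a per-campaign cutoff: mean of compounds within control limits plus 3 SD, cut at about 15% in these data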;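 note: 0% = median of all compound wells on the plate and 100% = blocking peptide control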
DDE Tn7 FP inh = DD(E)-Tn7 binding inhibition, primary FP screen. hit rate 0.13% among 370,000. inhibition, % at 8.3 µM. FP displacement of FITC-Tn7 peptide from fibrin DD(E); 0% = median of compound wells per plate. AID 720508;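 active = inhibition above the mean of compounds falling within the control limits plus 3 SD of them, cut at about 14% in these data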;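 note: 0% = plate median of compound wells and 100% = 10 µM Aha-Tn7 peptide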
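Assay system: Human clot-derived fibrin DD(E) complex | Buffer or medium: Tris/NaCl/CaCl2 buffer, pH 7.8 | Repeats: One replicate per compound | Benchmarks: Aha-Tn7 high control | Measure: % inhibition scaled between sample-field median and high-control FP | Schedule: 10 min plus 3 h, room temperature | Signal: Fluorescence polarization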
Numbers without * were called inactive. Rows were taken by chance, and some 4.2% of all compounds hit somewhere here.

cpd	ADAM10 inh	ASAP1 GAP inh	PLC-gamma1 inh	KLK7 zymogen act	TDP2 inh	ADAM17 inh	ARFGAP1 inh	LEDGF integ inh	Tn6 DDE FP	DDE Tn7 FP inh	SMILES
1	6.6	-4.4	0.5	-0.3	3.3	1.1	-8.1	-0.9	0.6	1.9	O=C(NCc1ccco1)c1csc2c1CCCC2
2	-2.2	-4.0	2.1	0.7	15.1	-1.6	-4.9	-1.4	5.1	-4.3	CCN(C(=O)CCCC(=O)N(CC)c1ccccc1)c1ccccc1
3	-8.5	-16.8	3.6	0.9	-3.0	-1.3	0.2	-2.0	-0.6	3.5	O=C(Cc1ccccc1)NCC(=O)OCC(=O)c1ccc(Cl)cc1
4	-9.4	1.5	0.2	-0.1	9.6	0.2	1.4	1.7	7.2	6.0	COc1cccc(NC(=O)N2CCCC(C(=O)NC3CCCCC3C)C2)c1 (configuration not stated)
5	-3.5	-4.2	2.7	-1.1	1.1	0.9	-12.1	-2.8	7.4	-3.1	CCOC(=O)C(=O)Nc1ccccc1C#N
6	15.9	10.4	4.5	0.2	-19.0	-1.8	-8.0	1.9	1.5	2.9	CC(/C=C/c1ccccc1)=N\NC(=O)c1ccncc1
7	5.5	-1.4	4.0	-0.2	-0.5	-3.4	1.5	2.9	-1.3	-2.5	CC(C)C(=O)n1nc(-c2cccnc2)nc1NCc1ccc(F)cc1
8	-4.2	-11.7	-1.2	-0.3	4.9	-2.1	-9.1	-5.1	3.0	4.1	CCN(CC(=O)NCc1ccc(Cl)cc1)C(=O)COc1cccc(Cl)c1
9	-4.5	-1.0	1.6	0.4	1.0	-4.5	1.8	-0.9	-4.6	-10.7	O=C(NC(=O)c1cc([N+](=O)[O-])ccc1Cl)C1=C(N2CCCC2)COC1=O
10	-5.0	-1.2	1.6	-0.3	2.5	-3.5	-5.5	-0.2	0.7	-1.1	CC(=O)OCC(=O)NCc1ccc2c(c1)OCO2
11	-6.3	4.9	-0.3	0.2	9.0	-4.9	-4.3	-1.1	3.1	-2.3	Fc1ccc(NC(=S)NCc2cccnc2)cc1
12	-28.3	-8.5	-6.4	-1.0	-6.1	-2.1	-0.6	4.0	-2.9	-7.0	CC(C)(C)c1ccc(C(=O)Nc2ccc3c(c2)C(=O)NC3=O)cc1
13	-6.1	1.8	0.8	0.2	2.6	-2.6	7.6	-3.9	-9.0	-6.1	COc1ccccc1CNC(=O)c1cc2c(=O)[nH]c3ccccc3c2n1C
14	-2.8	-3.2	4.7	0.3	-7.0	-4.8	1.7	-0.3	-5.1	1.2	CSc1ccc(S(=O)(=O)NCC(=O)OC2CCOC2=O)cc1[N+](=O)[O-] (configuration not stated)
15	-3.3	-7.2	1.9	-0.3	5.0	-3.1	3.8	1.3	-3.1	-0.7	CSc1nnc(Cn2c(=O)sc3ccccc32)n1-c1cccc(Cl)c1
16	-5.9	-8.6	1.5	-0.3	7.7	-2.4	-2.6	-0.2	4.5	-1.0	CCOC(=O)c1sc(NC(=S)NC(=O)c2ccccc2Cl)c(C(=O)OCC)c1C
17	-4.0	9.9	3.9	-0.7	-6.3	-5.8	-1.2	-2.6	-5.0	1.3	O=C(c1cccs1)N1CCC2(O)CCCCC2C1c1ccc(F)cc1 (configuration not stated)
18	-5.7	11.2	0.2	0.2	3.7	-0.2	1.7	-3.1	-8.1	6.7	CCCCN(C(=O)c1cc(S(=O)(=O)N2CCOCC2)ccc1Cl)c1c(N)n(CC(C)C)c(=O)[nH]c1=O
19	5.1	0.3	4.5	0.6	-14.2	0.8	4.7	3.9	-0.9	-5.7	O=[N+]([O-])c1ccc2nc(N3CCCC3)sc2c1
20	-3.7	-0.6	-2.2	-0.5	6.7	-1.8	2.8	-0.8	-0.3	6.8	Fc1ccc(CNCc2ccccc2C(F)(F)F)cc1

4 of these compounds in a different format.
4) COc1cccc(NC(=O)N2CCCC(C(=O)NC3CCCCC3C)C2)c1 (configuration not stated)
- ADAM10 inh: -9.4
- ASAP1 GAP inh: 1.5
- PLC-gamma1 inh: 0.2
- KLK7 zymogen act: -0.1
- TDP2 inh: 9.6
- ADAM17 inh: 0.2
- ARFGAP1 inh: 1.4
- LEDGF integ inh: 1.7
- Tn6 DDE FP: 7.2
- DDE Tn7 FP inh: 6.0

13) COc1ccccc1CNC(=O)c1cc2c(=O)[nH]c3ccccc3c2n1C
- ADAM10 inh: -6.1
- ASAP1 GAP inh: 1.8
- PLC-gamma1 inh: 0.8
- KLK7 zymogen act: 0.2
- TDP2 inh: 2.6
- ADAM17 inh: -2.6
- ARFGAP1 inh: 7.6
- LEDGF integ inh: -3.9
- Tn6 DDE FP: -9.0
- DDE Tn7 FP inh: -6.1

1) O=C(NCc1ccco1)c1csc2c1CCCC2
- ADAM10 inh: 6.6
- ASAP1 GAP inh: -4.4
- PLC-gamma1 inh: 0.5
- KLK7 zymogen act: -0.3
- TDP2 inh: 3.3
- ADAM17 inh: 1.1
- ARFGAP1 inh: -8.1
- LEDGF integ inh: -0.9
- Tn6 DDE FP: 0.6
- DDE Tn7 FP inh: 1.9

8) CCN(CC(=O)NCc1ccc(Cl)cc1)C(=O)COc1cccc(Cl)c1
- ADAM10 inh: -4.2
- ASAP1 GAP inh: -11.7
- PLC-gamma1 inh: -1.2
- KLK7 zymogen act: -0.3
- TDP2 inh: 4.9
- ADAM17 inh: -2.1
- ARFGAP1 inh: -9.1
- LEDGF integ inh: -5.1
- Tn6 DDE FP: 3.0
- DDE Tn7 FP inh: 4.1

Next structures
cpd	ADAM10 inh	ASAP1 GAP inh	PLC-gamma1 inh	KLK7 zymogen act	TDP2 inh	ADAM17 inh	ARFGAP1 inh	LEDGF integ inh	Tn6 DDE FP	DDE Tn7 FP inh	SMILES
21	-2.6	-10.3	2.0	-0.3	5.3	-0.7	-4.8	6.7	2.9	1.2	Cc1cc(C)n2nc(C(=O)OCC(=O)NCc3ccc(Cl)cc3)nc2n1
22	-0.3	-5.4	0.0	0.3	-0.8	-1.1	-1.9	-0.6	6.9	4.7	Cc1cc(C)nc(N/N=C/c2ccc(Cl)cc2)n1
23	14.1	3.3	6.9	-0.6	-6.8	7.2	10.5	2.8	11.1	-5.8	CC(=O)c1ccc(NC(=S)N2CCN(S(=O)(=O)c3ccc(F)cc3)CC2)cc1
24	2.3	-14.6	3.2	-0.2	-8.1	2.3	-9.4	3.8	1.2	-3.1	CCN(CC)CCNC(C(=O)Nc1cccc(C(C)=O)c1)c1ccccc1 (configuration not stated)
25	9.1	-4.2	1.3	-0.4	5.4	-0.5	-14.2	2.3	-3.5	-4.4	CC(=O)c1ccc(NC(=O)CN2CCCCCC2)cc1

3 entries picked at random from the list so far, as already listed:
cpd	ADAM10 inh	ASAP1 GAP inh	PLC-gamma1 inh	KLK7 zymogen act	TDP2 inh	ADAM17 inh	ARFGAP1 inh	LEDGF integ inh	Tn6 DDE FP	DDE Tn7 FP inh	SMILES
14	-2.8	-3.2	4.7	0.3	-7.0	-4.8	1.7	-0.3	-5.1	1.2	CSc1ccc(S(=O)(=O)NCC(=O)OC2CCOC2=O)cc1[N+](=O)[O-] (configuration not stated)
11	-6.3	4.9	-0.3	0.2	9.0	-4.9	-4.3	-1.1	3.1	-2.3	Fc1ccc(NC(=S)NCc2cccnc2)cc1
2	-2.2	-4.0	2.1	0.7	15.1	-1.6	-4.9	-1.4	5.1	-4.3	CCN(C(=O)CCCC(=O)N(CC)c1ccccc1)c1ccccc1
